NOD1 NF-kB reporter: NOD1 signaling inhibitors, primary screen, cell-based, luminescence, uHTS (AID 1578); NOD1-driven NF-kB luciferase reporter cells, luminescence; higher % means a stronger effect; inhibition, % at 4 µM; hits with a dose series show EC50 in µM; 290,000 compounds, 1% hits; in the data active = inhibition mostly above about 36%, no sharp cut-off; inactive = mostly below about 34%;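 note: HEK-293T reporter cells stimulated with the NOD1 agonist gamma-tri-DAP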
KOR beta-arrestin-1: KOR antagonists, beta-arrestin recruitment, cell-based, luminescence, uHTS (AID 1778) | Kappa-type opioid receptor (Homo sapiens) | KOR beta-arrestin recruitment, luminescence, antagonist mode; higher % means a stronger effect | inhibition, % at 10 µM; hits with a dose series show IC50 in µM | 290,000 compounds, 0.091% hits; note: strong numbers were not always called active
NOD2 inhibition: NOD2 signaling inhibitors, cell-based, luminescence, uHTS, HEK293 (AID 1566); HEK293 NOD2/NF-kB luciferase reporter, luminescence; higher % means a stronger effect; inhibition, % at 4 µM, or EC50 in µM where a hit was titrated; 290,000 compounds, 0.63% hits; note: many of its hits are not listed in these tables
GPR55 antagonists: GPR55 antagonists blocking LPI-driven arrestin recruitment, primary screen, imaging, U2OS, beta-arrestin-GFP, LPI agonist (AID 2013); G-protein coupled receptor 55 (Homo sapiens); one-dose inhibition, % at 10 µM; IC50 in µM for titrated hits; 290,000 compounds, 0.13% hits; U2OS GPR55 beta-arrestin-GFP translocation imaging, LPI antagonism; higher % means a stronger effect;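 active = spots per cell inhibited over 60%, with over 100 cells counted and total cytoplasm intensity under 500,000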;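 note: U2OS cells stably carrying GPR55 and arrestin-GFP stimulated by 5 µM LPI near EC80; imaged beta-arrestin-GFP aggregate spots per cell after agonist stimulation; plate controls were LPI-stimulated DMSO wells for no effect and DMSO wells without LPI for full effect; some results filed as inactive read as strong as hits; confirmed hits need IC50 under 10 µM and bright autofluorescent wells are also inconclusive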
GPR55 beta-arrestin: GPR55 agonists via beta-arrestin recruitment, primary screen, imaging, U2OS cells, beta-arrestin-GFP redistribution (AID 1961). G-protein coupled receptor 55 (Homo sapiens). activation, % at 10 µM; hits with a dose series show EC50 in µM. 290,000 compounds, 0.048% hits. U2OS GPR55 beta-arrestin-GFP redistribution imaging; higher % means a stronger effect;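 active = activation above 40% with more than 50 cells counted in the well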;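 note: U2OS osteosarcoma cells stably expressing GPR55 and beta-arrestin-GFP; plate controls were DMSO negative control for no effect and LPI positive control for full effect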
KOR beta-arrestin-2: KOR agonists, beta-arrestin recruitment, primary screen, cell-based, luminescence, uHTS (AID 1777). Kappa-type opioid receptor (Homo sapiens). KOR beta-arrestin recruitment, luminescence; higher % means a stronger effect. one-dose activation, % at 10 µM; EC50 in µM for titrated hits. 280,000 compounds, 0.02% hits; in the data active = activation above about 50%, passing the limit was not always enough; note: a part of the inactive calls stands beside numbers as strong as those of hits
Myeloid diff MLP: induction of myeloid progenitor differentiation, primary screen, cell-based, flow cytometry, MLPCN library; 360,000 compounds, 1% hits; ER-HoxA9 myeloid progenitors, lysozyme-GFP differentiation; calls only at 10 µM;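 active = normalized GFP-positive differentiation at or above the plate's own cutoff, the solvent-only control mean plus 3 SD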;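 note: cells exposed to compound for four days before flow analysis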
T cell HTS: modulators of CD8 T cell-vesicle binding, primary screen, mouse 2C CD8+ T cells, flow cytometry. 2C CD8+ T cell-vesicle binding; stronger effect = lower value. calls only at 7 µM. 330,000 compounds, 0.068% hits;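 active = response, share of CD8 T cells binding vesicles, and their 90th percentile fluorescence all below set limits, cut at about 80% in these data, passing the limit was not always enough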
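material = purified 2C TCR transgenic mouse naive CD8+ T cells | controls = Unloaded micro-vesicles (low), QL9 vesicles with 0.7% DMSO (high) | detection = cytometric PE anti-B7-1 and Alexa647 anti-CD8 signals after 1% paraformaldehyde fixation | incubation = binding step 1.5 h, 37 °C, antibody labelling 20 min, ice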
NTR1 ag: agonists of NTR1, primary screen, imaging, U2OS cells, beta-arrestin-GFP, high content (AID 493036); Neurotensin receptor type 1 (Homo sapiens), P30989; NTR1-U2OS beta-arrestin-GFP spot imaging, agonist mode; activation, % at 20 µM; 330,000 compounds, 0.17% hits;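 active = activation at or above 40% of the spot to cytoplasm intensity ratio, with at least 20 cells analyzed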;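 note: 0% = DMSO without peptide and 100% = 100 nM NTR1 peptide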
Target sequence (P30989 whole entry, looked up): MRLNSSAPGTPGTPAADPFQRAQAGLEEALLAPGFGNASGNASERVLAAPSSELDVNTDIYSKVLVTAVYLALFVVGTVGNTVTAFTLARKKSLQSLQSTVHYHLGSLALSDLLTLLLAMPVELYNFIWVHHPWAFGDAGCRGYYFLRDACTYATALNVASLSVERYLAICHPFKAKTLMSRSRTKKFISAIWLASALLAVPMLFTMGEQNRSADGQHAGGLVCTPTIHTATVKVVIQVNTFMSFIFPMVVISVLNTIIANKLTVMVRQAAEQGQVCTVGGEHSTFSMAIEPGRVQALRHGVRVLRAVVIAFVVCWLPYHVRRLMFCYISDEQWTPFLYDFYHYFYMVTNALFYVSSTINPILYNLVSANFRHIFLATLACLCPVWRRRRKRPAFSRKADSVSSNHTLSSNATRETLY
T cell HTS vesicle-bound %: further read-out of T cell HTS, marked with its call; double positive events, %; measured here: CD8+ vesicle-bound cell fraction;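 binding gate set so that unloaded-vesicle control wells show 10% double positive cells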
NTR1 ag cell count 20 µM: also measured in NTR1 ag; calls as there; cell count; measured here: cell count, cytotoxicity flag
Myeloid diff MLP GFP+ MAC1+ %: recorded beside Myeloid diff MLP, whose call it bears; GFP+ MAC1+ double positive, %; measured here: differentiation confirmed by MAC1 staining
* = called active by the depositor; i = inactive; nt = no result given; + = active, no number; [ ] = dose if it differs, or a comment. Cut-off read from the data, not from the text of the source, unless noted: active = inhibition above about 50%; inactive = the rest.

SMILES	NOD1 NF-kB reporter	KOR beta-arrestin-1	NOD2 inhibition	GPR55 antagonists	GPR55 beta-arrestin	KOR beta-arrestin-2	Myeloid diff MLP	Myeloid diff MLP GFP+ MAC1+ %	T cell HTS	T cell HTS vesicle-bound %	NTR1 ag	NTR1 ag cell count 20 µM
Cc1ccc(C(=O)Nc2ccc(Oc3ccc(C(=O)O)c(C(=O)O)c3)cc2)cc1C	11%	-35%	-3%	-17%	0.0%	5.6%	i	0.0	i	21	-0.9	56
Cc1ccc(CNC(=O)C2CCCN(S(=O)(=O)c3ccc(F)cc3)C2)cc1 (configuration not stated)	-30%	-26%	-3%	-8%	0.4%	3.3%	i	0.3	i	66	0.6	41
Cc1cc(C)c(C#N)c(SCc2[nH]nc3c2C(c2ccc(F)cc2)C(C#N)=C(N)O3)n1 (configuration not stated)	-26%	-22%	4%	24%	0.8%	-0.1%	i	0.5	i	7	5.2	70
CCC(=NCc1ccc(Cl)c(Cl)c1)c1nc(-c2ccco2)oc1O	-26%	28%	-40%	2%	-0.1%	2.8%	i	0.2	i	50	3.7	61
COc1nc(N=C(N)N)nc2ccc(C)cc12	-26%	-5%	19%	6%	0.4%	-3.9%	nt	nt	i	38	0.4	35
CCC(C)(C)NC(=O)C(c1ccc(F)cc1)N(Cc1ccco1)C(=O)CCC(=O)Nc1ccccn1 (configuration not stated)	-10%	-1%	-2%	-9%	-0.2%	2.4%	i	0.7	i	47	-1.3	63
O=C1OC(N2C(=O)CC[C@H]2C(=O)Nc2cccc(F)c2)c2ccccc21 (some centres not stated)	-3%	-26%[20 µM]	6%	0%	-0.1%	nt	i	2.3	i	41	2.3	74
Cc1ccc(C(=O)N2CC3(C)CN(C(=O)c4ccc(C)cc4)CC(C)(C2)C3=O)cc1	18%	3%	8%	6%	0.1%	0.3%	i	0.2	i	47	0.0	78
O=C(CSc1ccc2nnc(-c3ccccn3)n2n1)Nc1nccs1	-15%	-1%	9%	8%	-0.4%	-6.5%	i	1.4	i	37	-0.4	89
CCOC(=O)c1ccc(NC(=O)NCc2ccn(CC)n2)cc1	-8%	18%	20%	1%	-0.1%	-7.0%	i	2.4	i	62	0.2	85
CC(=O)/C(C#N)=C1\NC(=O)C(Cc2ccc(F)cc2)S1 (configuration not stated)	1%	12%	-8%	4%	-0.1%	0.2%	i	0.7	i	33	0.3	50
COc1ccc(CN2CCCCC2C)c(C)c1C (configuration not stated)	-8%	8%	-20%	-7%	-0.1%	-2.9%	i	5.1	i	14	0.7	73
CCC(C)(C)n1nnnc1C(CC(C)C)N1CCC(C(N)=O)CC1 (configuration not stated)	16%	-18%	-30%	3%	-0.2%	20%	i	1.5	i	10	-0.1	68
CCCn1c(N)c(N(CCOC)C(=O)/C=C/c2ccc(C(=O)OC)cc2)c(=O)[nH]c1=O	11%	-32%	-1%	7%	-0.1%	-2.9%	i	0.5	i	33	1.7	41
O/C(=C\Sc1nnc(Cc2ccccc2)o1)c1ccc(F)cc1	-20%	-11%	-2%	3%	0.3%	-6.7%	i	10	i	64	-1.3	58
CCn1cc(CN2CCN(C)C(CCO)C2)c2ccccc21 (configuration not stated)	-18%	-41%[20 µM]	-2%	18%	0.0%	-5.4%	i	0.4	i	47	-0.7	62
Cc1c(C(=O)NCCc2ccc3c(c2)OCCO3)oc2ccccc12	2%	-53%	17%	6%	0.0%	3.0%	i	1.8	i	18	1.4	87
N#Cc1nc(Cc2cccc3ccccc23)oc1NCc1ccc2c(c1)OCO2	20%	8%	-12%	15%	-0.2%	12%	i	0.8	i	32	6.6	44
O=C(C(Cc1ccccc1)n1cccc1)N1CCN(c2cccc(Cl)c2)CC1 (configuration not stated)	21%	14%	5%	-11%	0.7%	18%	i	1.2	i	23	2.7	73
COc1ccc(CCNC2CC(=O)N(CCc3ccc(OC)c(OC)c3)C2=O)cc1OC (configuration not stated)	2%	-41%	4%	-8%	0.0%	0.7%	i	0.6	nt	nt	nt	nt

An excerpt from above in order of their number in GPR55 antagonists, high to low:
Structure	GPR55 antagonists
CCn1cc(CN2CCN(C)C(CCO)C2)c2ccccc21 (configuration not stated)	18%
COc1nc(N=C(N)N)nc2ccc(C)cc12	6%
O=C1OC(N2C(=O)CC[C@H]2C(=O)Nc2cccc(F)c2)c2ccccc21 (some centres not stated)	0%

The results go on:
SMILES	NOD1 NF-kB reporter	KOR beta-arrestin-1	NOD2 inhibition	GPR55 antagonists	GPR55 beta-arrestin	KOR beta-arrestin-2	Myeloid diff MLP	Myeloid diff MLP GFP+ MAC1+ %	T cell HTS	T cell HTS vesicle-bound %	NTR1 ag	NTR1 ag cell count 20 µM
COc1ccc(OC)c(/C=C/c2c([N+](=O)[O-])c(=O)n(C)c(=O)n2C)c1	16%	6%	-6%	13%	0.0%	-0.3%	i	1.4	i	38	2.5	59
COCCn1c(CCc2ccccc2)n[nH]c1=S	-23%	0%[20 µM]	6%	7%	-0.1%	nt	i	0.5	i	43	-0.8	60
CC(NC(=O)CNC(=O)Cc1cccc2ccccc12)c1ccc(S(N)(=O)=O)cc1 (configuration not stated)	13%	-5%	2%	46%	0.4%	-6.7%	i	0.5	i	0	0.3	62
CSc1nc2ccsc2c(=O)n1-c1cccnc1	-13%	13%	13%	-4%	-0.3%	-3.7%	i	0.2	i	60	0.6	35
COc1ccc(N(CC(=O)Nc2ccc(Cc3ccncc3)cc2)S(=O)(=O)c2ccccc2)cc1	14%	17%	-8%	2%	nt	-4.5%	i	1.0	i	17	0.5	49
CC(=O)c1cc(CN2CCCCC2)cc(OC(C)C)c1	-31%	-22%	6%	-8%	0.4%	3.1%	i	0.1	i	54	-1.8	78
CC(=O)OCCCNc1cc(SCc2ccco2)c2nonc2c1[N+](=O)[O-]	-26%	-1%	11%	12%	-0.2%	-2.0%	i	0.4	i	24	0.9	55
CCOCc1nnc(NC(=O)CCc2ccccc2)s1	5%	22%	19%	-7%	-0.3%	-1.8%	i	0.6	i	59	-0.7	55
O=Cc1ccc(C(=O)OCC(=O)Nc2ccc(F)cc2F)cc1	-5%	-8%	4%	2%	0.3%	-2.5%	i	0.3	i	22	0.2	51
CC(=O)Nc1nc(SCc2cccc3ccccc23)n[nH]1	4%	-13%	-7%	-14%	0.2%	-1.7%	i	0.6	i	40	0.1	87
Cc1ccc(S(=O)(=O)NCc2ccco2)cc1C(N)=O	-30%	4%	8%	-24%	0.1%	1.6%	+	4.9*	i	58	1.2	56
O=C(Cn1c(CSc2ccccc2)nc2ccccc21)Nc1ccccc1	3%	nt	5%	10%	0.5%	nt	nt	nt	nt	nt	nt	nt
CCn1ccnc1C(O)c1ccc(N(C)C)cc1 (configuration not stated)	9%	-9%	10%	4%	0.2%	4.1%	i	0.6	i	30	1.7	88
O=C(CS(=O)(=O)c1cn(Cc2ccc(F)cc2)c2ccccc12)N1CCCCC1	-8%	-1%	17%	7%	0.3%	-3.9%	i	1.0	i	16	-0.4	77
CCOc1ccc(N2C(=O)CC(NCCc3ccncc3)C2=O)cc1 (configuration not stated)	-18%	-14%	6%	-2%	-0.1%	2.3%	i	5.8	i	36	0.3	52
Cc1ccc(-n2nnnc2/C=C\Nc2cc(C)on2)cc1	-50%	-24%	-21%	13%	0.7%	1.7%	i	0.6	i	45	-0.5	42
Cc1cc(Cl)ccc1NC(=O)C(=O)N/N=C/c1ccc2c(c1)OCO2	-61%	18%	6%	-2%	-0.2%	0.6%	i	0.5	i	12	4.3	47
CCCc1nc2oc3cc(OC)ccc3c(=O)c2c(=O)n1CCc1ccccc1	-4%	14%	31%	-4%	0.0%	-4.5%	i	0.5	i	56	0.6	70
CCN1CCN(CC(=O)N2N=C(c3cccs3)CC2c2ccc(C)cc2)C(=O)C1=O (configuration not stated)	-20%	11%[20 µM]	-8%	5%	-0.1%	-2.0%	i	0.7	i	54	-0.8	54
CN(CC#CCC(c1ccccc1)c1ccccc1)C(C)(C)C	-10%	-6%	-3%	33%	0.4%	1.0%	i	0.3	nt	nt	4.4	59
CCOC(=O)CNC(=O)CSc1nc(C)cc(C)c1C#N	5%	9%	7%	-3%	0.2%	-2.1%	i	1.2	i	3	-3.6	101
O=C(CCC1CCCN(C(=O)c2ccc3c(c2)OCO3)C1)NCc1ccc(F)c(F)c1 (configuration not stated)	-33%	-12%[20 µM]	-12%	6%	-0.1%	nt	i	0.3	i	54	-0.5	85
CC(C)(C)C(=O)NC(C(N)=O)=C(Cl)Cl	-21%	18%	-17%	6%	0.0%	2.4%	i	2.6	i	58	-2.4	83
COc1cc(OC)cc(C(=O)Nc2ccc(Nc3ccccc3)cc2)c1	-40%	-37%[20 µM]	-41%	1%	1.2%	-3.3%	i	0.3	i	51	0.9	15
CC(C)(C)NC(=O)COc1ccc(CNCc2cccs2)cc1	15%	-9%	-5%	18%	-0.3%	2.8%	i	1.4	i	63	-0.4	37
O=C(CCCCCNc1nc(=S)[nH]c2ccccc12)NCCc1ccccc1	-5%	-20%	3%	0%	-0.4%	-0.1%	i	0.7	i	53	-0.9	81
N/C(=N\OC(=O)CCN1C(=O)c2ccccc2C1=O)c1ccccn1	-24%	0%[20 µM]	-17%	0%	-0.1%	-2.7%	i	0.5	i	26	2.6	33
Fc1ccc(CSc2nnc(-c3cccnc3)n2Cc2ccco2)cc1	-30%	-5%	-24%	2%	-0.4%	-1.0%	i	0.7	i	49	1.7	82
CCN1CCN(CC(=O)Nc2cc(C)c(C)cc2[N+](=O)[O-])CC1	2%	-16%	12%	-4%	-0.1%	-0.2%	i	0.2	i	19	-0.8	97
O=C(Nc1c(F)cc(F)cc1Br)c1cc(S(=O)(=O)N2CCN(c3ccccn3)CC2)ccc1F	4%	-22%	18%	7%	0.0%	-3.1%	i	0.8	i	1	2.1	22

Screening results (PubChem)

An excerpt (hit frequency here may not be typical).
